NPR2 activator: GC-B (human) receptor activation. P20594. HEK293-GC-B cells, CNP EC30, cGMP TR-FRET; 0% at EC30 CNP, 100% saturating CNP. activation, % at 10 µM. actives 0.11% (n = 370,000);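 active = activation at 10 µM reaching about 35% in either raw or pattern-adjusted values, limit read from the data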
GAA850 FXN act: increases GAA850 frataxin promoter reporter activity; actives 0.56% (n = 360,000); HEK293 lucGAA850 FXN promoter luciferase reporter, 24 h; percent of 10 µM SAHA response; activation, % at 6 µM;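 active = activation above the average of all compounds screened plus 3 SD, cutoff fixed separately per campaign, cut at about 7.5% in these data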;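 also: 0% = DMSO wells and 100% = 10 µM SAHA wells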
NPR1 activator: GC-A (human) enzyme activation. HEK293 GC-A cells, cGMP TR-FRET, EC30 ANP; 0% at EC30 ANP, 100% saturating ANP. AID 1671463. P16066. actives 0.14% (n = 370,000). activation, % at 10 µM; in the data active = activation above about 40%
DAX1 inh-1: inhibitors of DAX1 repression of SF-1 activated StAR promoter; HEK293T StAR-luciferase reporter, SF-1/DAX-1 repression relief; inhibition, % at 6.8 µM; actives 1.1% (n = 370,000); AID 652010;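 active = inhibition above the mean over all tested compounds plus 3 SD, cut at about 3.6% in these data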;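 also: 0% = DAX-1 cells with DMSO and 100% = cells lacking DAX-1 with DMSO; higher inhibition means more luminescence from relief of DAX-1 repression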
proKLK7 act: activates the human kallikrein-7 zymogen; purified proKLK7, EDANS-DABCYL substrate fluorescence; 100% is mature enzyme control, 0% vehicle; activation, % at 7 µM; actives 0.9% (n = 370,000); AID 652039;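 active = activation above the mean of all tested compounds plus 3 SD, computed per campaign excluding outliers beyond control limits, cut at about 13% in these data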
Target sequence (P49862 whole entry, looked up): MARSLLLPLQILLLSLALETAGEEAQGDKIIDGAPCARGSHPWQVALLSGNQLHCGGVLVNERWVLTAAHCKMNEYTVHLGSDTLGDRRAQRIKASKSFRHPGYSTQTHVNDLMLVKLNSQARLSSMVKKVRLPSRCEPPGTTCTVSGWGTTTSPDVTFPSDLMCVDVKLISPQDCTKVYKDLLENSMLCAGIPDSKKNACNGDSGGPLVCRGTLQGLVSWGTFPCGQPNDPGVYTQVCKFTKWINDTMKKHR
hgDAF-12 ag: hgDAF-12 agonism, primary luciferase screen | actives 1.8% (n = 370,000) | AID 687014 | activation, % at 6.8 µM | HEK293 GAL4-hgDAF12 UAS-luciferase reporter, agonist luminescence; normalized to butyrate control;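 active = activation above a cutoff set at the mean of all screened compounds plus 3 SD, cut at about 10% in these data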;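 also: 0% = DMSO wells and 100% = sodium butyrate wells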
SMARCA2 activ: activators of SMARCA2 function; MG213 cells, MMTV-luciferase reporter, dexamethasone, overnight; activation, % at 9.1 µM; AID 652017; actives 1% (n = 370,000); in the data active = activation above about 7.8%;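 also: 0% = vehicle wells and 100% = reference activator wells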
HGIII-sPLA2 inh: Inhibits HGIII-sPLA2 liposome hydrolysis, primary screen; Q9NZ20; QFRET BODIPY PC-A2 liposome hydrolysis, fluorescence; inhibition, % at 12.2 µM; actives 0.56% (n = 370,000);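 active = inhibition above mean plus 3 SD of compounds lying within the high and low control bounds, cut at about 19% in these data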;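 also: 0% = median of test compound wells and 100% = no enzyme DMSO wells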
Target sequence (Q9NZ20 whole entry, looked up): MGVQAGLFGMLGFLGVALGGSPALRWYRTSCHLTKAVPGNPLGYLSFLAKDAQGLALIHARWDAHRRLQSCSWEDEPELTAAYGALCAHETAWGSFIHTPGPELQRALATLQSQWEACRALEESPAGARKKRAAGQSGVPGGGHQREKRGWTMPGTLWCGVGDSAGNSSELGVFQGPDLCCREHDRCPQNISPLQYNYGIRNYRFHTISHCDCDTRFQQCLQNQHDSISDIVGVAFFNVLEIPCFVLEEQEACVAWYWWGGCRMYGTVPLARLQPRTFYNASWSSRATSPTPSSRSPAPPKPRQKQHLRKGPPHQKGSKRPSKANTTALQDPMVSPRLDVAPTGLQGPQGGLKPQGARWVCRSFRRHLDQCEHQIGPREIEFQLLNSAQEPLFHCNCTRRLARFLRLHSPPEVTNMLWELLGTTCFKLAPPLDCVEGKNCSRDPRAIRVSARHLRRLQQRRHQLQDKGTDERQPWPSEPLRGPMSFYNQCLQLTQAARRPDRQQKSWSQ
ssDAF-12 act: S. stercoralis DAF-12 activation, primary screen; HEK293 ssDAF-12/GRIP1 lit1-tk-luc reporter, luminescence; % of 3 µM dafachronic acid response; actives 1% (n = 370,000); activation, % at 6.8 µM; AID 652126;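 active = activation above the mean over all tested compounds plus 3 SD, cut at about 0.9% in these data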;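 also: 0% = DMSO-only wells and 100% = 3 µM delta7-dafachronic acid wells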
hcDAF12 agonist: H. contortus DAF-12 activation, primary screen; HEK293 hcDAF-12 lit1-tk-luc reporter, luminescence; 0% DMSO, 100% Δ7-dafachronic acid; actives 1.4% (n = 370,000); activation, % at 6.8 µM;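 active = activation above the mean of all tested compounds plus 3 SD, cut at about 5.5% in these data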;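 also: 100% = response to 3 µM Δ7-dafachronic acid high control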
DAX1 inh-2: inhibits human nuclear receptor DAX1. P51843. HEK293 Gal4-DAX1 luciferase reporter, luminescence. inhibition, % at 6.75 µM. actives 0.99% (n = 340,000). AID 504766;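 active = inhibition above the mean over all tested compounds plus 3 SD, cut at about 4.2% in these data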;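 also: 0% = DAX1-transfected cells with DMSO and 100% = empty-vector control cells with DMSO; inhibition shows as a rise in luminescence from relieved DAX1 repression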
Target sequence (P51843 207-470 limits assumed): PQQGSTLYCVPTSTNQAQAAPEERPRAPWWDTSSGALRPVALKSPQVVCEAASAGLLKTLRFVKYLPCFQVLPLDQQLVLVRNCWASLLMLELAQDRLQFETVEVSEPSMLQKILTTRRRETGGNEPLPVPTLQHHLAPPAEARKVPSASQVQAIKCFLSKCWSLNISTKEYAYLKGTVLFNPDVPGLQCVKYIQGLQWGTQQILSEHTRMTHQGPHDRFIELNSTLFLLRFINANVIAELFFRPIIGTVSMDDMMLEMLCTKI
Active calls of the source: *; . = no result given.

Sequence of screens: DAX1 inh-2	HGIII-sPLA2 inh	NPR1 activator	hgDAF-12 ag	DAX1 inh-1	NPR2 activator	proKLK7 act	SMARCA2 activ	GAA850 FXN act	hcDAF12 agonist	ssDAF-12 act
> COC(=O)[C@]12C[C@H](CC(=O)N3CCN(C(=O)c4ccco4)CC3)C(=O)N(Cc3ccccc3)C1=C[C@H](COCc1ccccc1)O[C@@H]2C
 : .	-6	1	-3.4	0.5	3	0.6	0	.	-1.6	-2.3
> Cc1nn(CC(=O)N(C)C2(C#N)CCCCC2)c(C)c1[N+](=O)[O-]
 : -0.3	3	1	0.6	-0.2	-1	0.0	1	1.4	-0.5	-1.5
> O=CNC(n1cnc2c(N3CCOCC3)ncnc21)C(Cl)(Cl)Cl (stereo unspecified)
 : 10.0*	2	-2	-1.8	-0.1	1	0.1	-1	1.8	-1.3	-0.1
> CNc1snc(C)c1C(=O)OC(C)C(=O)Nc1ccc(F)cc1 (stereo unspecified)
 : -0.3	12	-1	-0.9	-2.5	-1	0.3	-2	1.6	-1.2	-1.1
> COc1ccc2c(C(=O)CN3CCSCC3)c[nH]c2c1
 : -0.2	2	1	3.2	0.7	-10	0.2	0	2.4	6.6*	0.0
> COCCCNC(=O)C[C@H]1C[C@@]2(C(=O)OC)C(=C[C@H](COCc3ccccc3)O[C@@H]2C)N(Cc2ccco2)C1=O
 : .	2	-1	3.9	-0.2	1	-0.4	-3	.	2.3	-0.5
> O=C(O)CSCC(=O)Nc1ccc(Cl)cc1C(F)(F)F
 : 1.1	2	0	-1.0	0.2	0	0.3	2	0.2	0.7	-1.4
> O=S(=O)(Nc1nc2ccccc2nc1N1CCN(CCO)CC1)c1cc(F)ccc1F
 : -0.3	-7	3	-2.2	-0.9	4	1.3	-3	-0.5	-0.9	-1.4
> CCc1nc(N[C@@H](Cc2c[nH]c3ccccc23)C(=O)O)c2oc3ccccc3c2n1
 : -0.1	-62	1	2.9	-0.2	0	-0.5	-3	-0.9	3.3	-0.2
> COC(=O)c1ccsc1NC(=O)CN1C(=O)CCC1=O
 : 0.3	4	0	-1.8	1.1	-4	0.5	2	2.0	1.4	-1.3
> O=C(Nc1ccc(S(=O)(=O)Nc2nccs2)cc1)c1ccc(F)c(S(=O)(=O)N2CCOCC2)c1
 : -0.3	-23	1	0.6	0.1	1	0.0	-4	-1.1	-0.9	-1.3
> CC(=O)Nc1ccc(S(=O)(=O)Nc2cccc(-n3cnnn3)c2)cc1
 : 0.9	-3	2	-0.7	0.2	2	0.3	-2	-1.1	0.9	-1.0
> Cc1ccc(C)c(-n2ccnc2SCC(=O)c2c(N)n(C3CC3)c(=O)[nH]c2=O)c1
 : 0.4	12	2	-0.8	0.3	1	0.6	-2	0.2	0.9	-1.4
> COc1ccc(CCNC(=O)Cc2cc(OCc3ccccc3)c(OC)cc2[N+](=O)[O-])cc1OC
 : -1.3	6	-2	0.3	-0.1	-4	0.5	2	1.3	-1.4	-1.3
> Cc1cc(=O)[nH]c(SCc2nnc(-c3ccccc3)o2)n1
 : 1.8	-7	-1	2.0	0.2	-8	0.8	2	0.0	-0.7	-1.4
> CCc1nn(CC(=O)NCCN2CCOCC2)c(=O)c2cc3c(OC)cccc3n12
 : -0.6	5	9	1.9	0.5	2	27*	-1	2.5	-0.2	-1.3
> O=C(O)Cc1ccc(C(=O)CSc2ccccc2)s1
 : 1.8	-23	7	0.1	-0.1	0	-0.2	-3	0.6	-0.1	-1.1
> COc1ccccc1/C=C/CN1CCC(Oc2ccc(C(=O)N3CCCCC3)cc2)CC1
 : -0.5	-24	-1	-0.8	-1.6	2	0.6	2	-0.7	-1.2	-1.3
> COCCn1c(SCC(=O)N2CCCc3ccccc32)nc2cccnc21
 : -1.3	3	-3	-0.3	-1.5	1	0.4	-1	-1.6	-1.1	-0.9
> CCOC(=O)C(C(=O)OCC)C(C[N+](=O)[O-])c1ccccc1 (stereo unspecified)
 : 0.2	-10	-1	0.8	-0.2	-2	0.0	3	0.5	-1.4	-1.6
> CCCCOc1ccc(N2CC(C(=O)NCCc3ccc(OC)c(OC)c3)CC2=O)cc1 (stereo unspecified)
 : -0.8	-2	0	3.4	0.4	-2	-0.1	-1	-0.4	-0.2	-0.9
> CC(CC(=O)NNC(=O)c1ccncc1)c1ccccc1 (stereo unspecified)
 : -0.8	-3	3	0.9	0.7	1	-0.6	4	1.3	-1.1	-0.7
> N#CNC(=Nc1cccc(F)c1)SCc1ccccc1
 : -1.8	-26	3	0.0	-0.8	3	-0.1	-6	4.2	-1.0	-1.7
> CCCN1C(=O)C(Cc2nc3ccccc3c(=O)n2-c2ccccc2)c2ccccc21 (stereo unspecified)
 : -0.4	-26	-25	-2.0	-0.9	-26	-0.1	-4	5.2	-2.8	-1.0
> CCOC(=O)COn1c(=O)c(-c2ccco2)[n+]([O-])c2ccccc21
 : 2.1	4	-3	2.5	-0.2	2	-9.9	-9	2.8	0.7	-0.7
> COc1ccc2[nH]cc(C(=O)C(=O)N3CCCCC3)c2c1
 : -0.9	3	1	-0.1	2.3	1	0.3	-1	1.2	-1.5	-0.8
> Cc1noc(C)c1NC(=O)N(C)C[C@H]1Oc2ccc(NS(=O)(=O)c3cn(C)cn3)cc2C(=O)N([C@H](C)CO)C[C@@H]1C
 : 0.5	-13	-1	0.5	0.4	-1	-0.9	1	-0.4	-0.9	-1.3
> Cc1ccc(N2CC(O)Cn3c2nc2c3c(=O)n(C)c(=O)n2C)cc1 (stereo unspecified)
 : 0.3	6	0	2.6	0.2	-2	-0.6	-1	0.9	-0.8	-1.3
> O=C(NCc1cccc(F)c1)C1CCC(=O)N(CCc2cccc(F)c2)C1 (stereo unspecified)
 : 0.3	2	-1	-0.4	-0.4	-5	-0.5	-1	-1.0	-1.7	-0.6
> COc1cc(C(=O)N2CCN(C)C(C)C2)ccc1OC1CCN(C(C)=O)CC1 (stereo unspecified)
 : 0.5	13	1	-0.1	-0.1	-3	0.2	4	1.2	0.2	-0.6
> O=C(NCC1CC1)c1cccs1
 : .	6	7	1.7	-0.7	1	1.0	-1	.	0.6	0.0
> Cc1onc(CO)c1C(=O)Nc1nccs1
 : 3.4	2	2	0.4	-0.1	3	0.1	-2	2.6	-0.9	-0.8
> Cc1ccc(S(=O)(=O)Cn2nnnc2C(CC(C)C)N2CCN(C3CCCC3)CC2)cc1 (stereo unspecified)
 : -0.3	-4	1	0.2	-0.1	5	0.3	0	1.2	1.1	-0.8
> CCCOc1cccc(C2C(C(=O)c3ccco3)=C(O)C(=O)N2CCCn2ccnc2)c1 (stereo unspecified)
 : 0.2	-3	0	-0.8	-0.2	0	1.1	1	-0.7	-1.7	-1.1
> Cc1nn(-c2ccc(F)cc2F)c2c1-c1nc(N3CCCC3)ncc1CC2
 : -0.3	-5	3	0.0	0.0	2	-6.9	1	3.8	-1.1	-1.4
> Cc1ccc(C(=O)/C=C/Nc2cccc([N+](=O)[O-])c2)o1
 : -0.1	-9	1	11*	1.0	-2	-0.4	3	6.0	5.8*	0.0
> O=C(C1=C(c2ccccc2)C(=O)c2ccccc2C1=O)c1ccccc1
 : -5.7	-4	-17	-12	-4.3	-7	0.3	-12	-14	-4.9	-2.5
> COC(=O)[C@@H]1C[C@@H](c2ccccc2)[C@H](C)C1(C)C
 : 1.7	14	-1	2.0	0.1	4	0.1	0	-0.6	-1.2	-1.4
> Cc1ccc(S(=O)(=O)/C(C#N)=C/c2ccccc2OCc2ccccc2)cc1
 : -1.2	8	7	0.6	-0.8	8	-0.6	-3	4.0	-0.3	-1.0
> O=C(CN1CCN(c2ccccc2)CC1)N1CCc2ccccc21
 : 3.4	10	2	-2.5	-0.1	-1	-0.1	-2	2.9	-0.8	-1.5
> COc1ccc(S(=O)(=O)N2CCN(C(=O)CSc3nc4ccccc4nc3N3CCCCC3)CC2)cc1
 : .	-2	1	-0.3	-0.5	-5	-0.4	-3	.	3.2	-1.4
> CC(=O)c1ccc(NC(=O)COC(=O)c2ccccc2N=Nc2ccc(N(C)C)cc2)cc1
 : -1.2	-4	10	6.0	0.8	4	0.2	0	3.3	0.9	-1.1
> N#CCC(=O)NCC1(c2ccccc2)CCCC1
 : -0.6	-16	2	-0.1	-0.1	-3	0.7	0	1.4	0.2	-1.2
> O=[N+]([O-])c1ccc(N2CCCC2)c([N+](=O)[O-])c1
 : 0.8	-3	-2	-1.6	-1.0	-3	0.3	0	1.0	0.9	-1.3
> COC(=O)c1sccc1NC(=O)C1CC2CCC1C2 (stereo unspecified)
 : 2.1	-11	2	-1.6	0.5	-6	0.1	-2	2.2	-1.9	-0.8
> CC1CCCN(C(=S)NC2CCCC2)C1 (stereo unspecified)
 : 3.3	9	-3	4.3	0.0	6	0.2	-5	-1.0	0.4	-1.7
> O=C1COc2ccc(-c3csc(NCC4CCCO4)n3)cc2N1 (stereo unspecified)
 : 2.6	1	0	1.5	0.1	1	0.7	-1	1.0	-0.5	-1.0
> N#Cc1ncc(C(F)(F)F)cc1Sc1ccccc1N
 : 0.3	1	2	-2.5	1.0	3	-0.4	-1	1.3	-0.4	-1.3
> CCSc1cc(N2CCCC2)nc(-c2cccc(C)c2)n1
 : -0.3	2	-7	-2.4	0.1	0	0.2	1	3.3	2.4	-1.3
> COc1cc(CC(=O)NNC(=O)c2cccs2)cc(OC)c1OC
 : 0.3	5	3	2.0	-0.3	-1	0.0	0	-1.1	-0.7	-1.4
> CC(=O)Nc1ccc(NC(=O)Nc2ccccc2C)cc1
 : 0.1	1	-2	2.1	0.5	3	0.3	3	4.0	-1.7	-1.1
> Cn1c(=O)c2cc(NC(=S)NC3CCCCC3)ccc2n1Cc1ccc(Cl)cc1
 : .	-12	5	3.5	-1.2	7	2.0	-4	-2.6	-1.0	-1.1
> O=C1CC(c2cc(F)ccc2F)c2cc3c(cc2N1)CCC3 (stereo unspecified)
 : -1.8	5	-23	2.7	-2.2	3	0.5	-3	-3.0	-2.1	-1.8
> CN1OC[C@@H]2CN[C@H](c3ccc(-c4ccc(C#N)cc4)cc3)C[C@@H]21
 : 2.7	-3	3	12*	5.4*	5	0.4	3	2.4	3.0	0.6
> CCn1c(C)nc2cc(C(=O)NNC(=S)Nc3ccc(Cl)cc3)ccc21
 : 0.7	18	-2	3.1	0.9	-7	0.2	-3	4.1	0.8	-0.8

3 of the entries above in order of their number in NPR2 activator, smallest number first:
| Compound | DAX1 inh-2 | HGIII-sPLA2 inh | NPR1 activator | DAX1 inh-1 | NPR2 activator | proKLK7 act | SMARCA2 activ | hcDAF12 agonist | ssDAF-12 act |
| --- | --- | --- | --- | --- | --- | --- | --- | --- | --- |
| COc1cc(CC(=O)NNC(=O)c2cccs2)cc(OC)c1OC | 0.3 | 5 | 3 | -0.3 | -1 | 0.0 | 0 | -0.7 | -1.4 |
| CC(=O)Nc1ccc(NC(=O)Nc2ccccc2C)cc1 | 0.1 | 1 | -2 | 0.5 | 3 | 0.3 | 3 | -1.7 | -1.1 |
| Cn1c(=O)c2cc(NC(=S)NC3CCCCC3)ccc2n1Cc1ccc(Cl)cc1 | . | -12 | 5 | -1.2 | 7 | 2.0 | -4 | -1.0 | -1.1 |

Compound activity deposited in PubChem by several laboratories.
